SENP7 inh: SENP7 protease inhibitors, primary screen, biochemical, luminescence, uHTS; Sentrin-specific protease 7 (Homo sapiens), Q9BQF6; recombinant SENP7, Z-RLRGG-aminoluciferin luminescence, 40 min; inhibition, % at 5 µM; actives 1.5% (n = 330,000);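 active means inhibition above about 50% at the single test dose, limit read from the data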;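 further: plate controls were DMSO with enzyme for no effect and no enzyme buffer wells for full effect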
Target sequence (Q9BQF6 706-1050 limits assumed): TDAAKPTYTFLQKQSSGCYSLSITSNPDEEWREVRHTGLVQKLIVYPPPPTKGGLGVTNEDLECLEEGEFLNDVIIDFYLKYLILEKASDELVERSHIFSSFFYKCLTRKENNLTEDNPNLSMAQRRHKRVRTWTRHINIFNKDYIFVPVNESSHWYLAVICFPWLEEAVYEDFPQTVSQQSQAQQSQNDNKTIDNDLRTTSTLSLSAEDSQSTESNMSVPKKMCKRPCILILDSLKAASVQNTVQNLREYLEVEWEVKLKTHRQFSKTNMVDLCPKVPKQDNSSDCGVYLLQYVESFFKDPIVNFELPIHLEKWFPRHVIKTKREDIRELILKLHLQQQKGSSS
UBC13 inh: UBC13 polyubiquitin chain formation inhibitors, primary screen, biochemical, TR-FRET, uHTS | Ubiquitin-conjugating enzyme E2 N (Homo sapiens), P61088 | inhibition, % at 20 µM | actives 0.47% (n = 330,000) | AID 485273, 2010; in the data active means inhibition above about 45%, passing the limit was not always enough
Target sequence (P61088 whole entry, looked up): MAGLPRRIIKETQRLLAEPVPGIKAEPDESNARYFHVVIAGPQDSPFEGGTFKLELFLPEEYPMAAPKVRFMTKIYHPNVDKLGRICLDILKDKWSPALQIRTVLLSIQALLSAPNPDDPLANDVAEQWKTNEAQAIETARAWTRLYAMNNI
Apaf1 inhib: inhibitors of human Apaf-1 apoptosome, primary screen, biochemical, DEVD-Rh110 fluorescence, uHTS; Apoptotic protease-activating factor 1 (Homo sapiens), O14727; reconstituted apoptosome caspase-3 activity; inhibition, % at 20 µM; actives 0.71% (n = 330,000); AID 489030, 2010; active means inhibition of at least 40% at 20 µM;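 further: plate controls were DMSO wells for no effect and DEVD-CHO caspase inhibitor wells for full effect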
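System: Apoptosome proteins | Medium: Hepes pH 7.5 with detergent and BSA | Also added: Cytochrome c trigger plus (Z-DEVD)2-Rh110 caspase-3 substrate | Incubation: 30 min compound preincubation, 50 min activation, room temperature | Detection: Rhodamine 110 fluorescence at Ex 480/Em 540 nm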
SENP8 block-1: human SENP8 protease inhibitors, primary screen, biochemical, fluorescence, Nedd8 protein substrate, uHTS; Sentrin-specific protease 8 (Homo sapiens), Q96LD8; recombinant SENP8; inhibition, % at 20 µM; actives 0.64% (n = 360,000); AID 602440, 2012; in the data active means inhibition mostly above about 40%, no sharp cut-off; inactive means mostly below about 27%
SENP6 inh: SENP6 protease inhibitors, primary screen, biochemical, luminescence, uHTS | Sentrin-specific protease 6 (Homo sapiens), Q9GZR1 | Recombinant SENP6 catalytic domain, aminoluciferin luminescence | inhibition, % at 10 µM | actives 1.8% (n = 330,000);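 active means inhibition above about 50% at the single tested dose, limit read from the data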;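 further: plate controls were DMSO wells with enzyme for no effect and DMSO wells lacking enzyme for full effect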
APOBEC3G inh: APOBEC3G DNA deaminase inhibitors, primary screen, biochemical, fluorescence, single-stranded DNA substrate, uHTS | DNA dC->dU-editing enzyme APOBEC-3G (Homo sapiens), Q9HC16 | recombinant A3G, ssDNA deamination FAM/TAMRA fluorescence | inhibition, % at 20 µM | actives 0.28% (n = 330,000);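 active means inhibition of at least 40% at 20 µM, with no more than 30% in the related APOBEC3A deaminase screen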;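 further: plate controls were DMSO wells with A3G for no effect and wells lacking A3G enzyme for full effect; some compounds called inactive have numbers as strong as hits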
Target sequence (Q9HC16 whole entry, looked up): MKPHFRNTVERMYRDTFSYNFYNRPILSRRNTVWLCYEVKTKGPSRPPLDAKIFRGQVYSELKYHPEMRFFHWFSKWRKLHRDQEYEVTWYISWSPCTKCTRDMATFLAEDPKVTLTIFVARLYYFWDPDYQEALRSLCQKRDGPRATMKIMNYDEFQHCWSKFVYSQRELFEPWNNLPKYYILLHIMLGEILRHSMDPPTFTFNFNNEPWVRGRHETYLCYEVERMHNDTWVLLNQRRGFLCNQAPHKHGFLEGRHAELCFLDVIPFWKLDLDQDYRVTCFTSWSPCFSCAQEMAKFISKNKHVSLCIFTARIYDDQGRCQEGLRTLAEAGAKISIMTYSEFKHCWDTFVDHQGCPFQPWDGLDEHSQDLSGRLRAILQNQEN
SENP1 FRET inh: human SENP1 catalytic domain inhibitors, primary screen, biochemical, FRET, uHTS. recombinant SENP1 catalytic domain, CyPet-SUMO1-YPet FRET cleavage. inhibition, % at 10 µM. actives 0.21% (n = 360,000);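 active means inhibition at least 30% at 10 µM, raw YFP signal under a set limit, fluorescence ratio 0.5 to 1.5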;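 further: 0% = enzyme with DMSO and 100% = no enzyme wells; some results filed as inactive read as strong as hits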
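Material: hSENP1 catalytic domain, recombinant; medium: Tris pH 8 with BME, BSA, NP40 and catalase; compound: single concentration of 10 µM compound, 0.5% DMSO final; technique: FRET read of cyan and yellow fluorescence; timing: 50 min enzyme reaction, room temperature, light-protected; reagent: SFCypet-SUMO1-SFYpet substrate at 25 nM; control set: no-enzyme low, enzyme-DMSO high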
SENP8 block-2: SENP8 protease inhibitors, primary screen, biochemical, luminescence; Sentrin-specific protease 8 (Homo sapiens), Q96LD8; AID 2540, 2010; purified SENP8, Z-RLRGG-aminoluciferin cleavage; inhibition, % at 10 µM; actives 1.2% (n = 330,000); in the data active means inhibition above about 50%
* = called active by the depositor. Rows were taken by chance; about 3.6% have a hit in one of these screens.

SMILES,SENP7 inh,UBC13 inh,Apaf1 inhib,SENP8 block-1,SENP6 inh,APOBEC3G inh,SENP1 FRET inh,SENP8 block-2
CCCC(=O)Nc1nnc(SCC(=O)N2C(C)CCCC2C)s1 (configuration not stated),4.6,4.3,-6.2,5.5,-7.2,-7.0,0.7,1.4
Cc1cc2c(cc1S(=O)(=O)NCc1ccccc1Cl)OCCN2C,3.7,-1.4,-5.7,-41.8,18.0,-9.8,-1.6,-1.7
N#Cc1cccc(CS(=O)(=O)c2ccc(Cl)cc2)c1,4.4,2.3,-0.2,20.8,-3.5,-4.4,-1.8,1.6
CCOc1ccccc1NC(=O)CN(c1cc(C)cc(C)c1)S(=O)(=O)c1c(C)noc1C,-8.2,-0.9,22.9,-2.9,2.6,-2.8,-0.9,-3.2
CC(C)(C)N(Cc1ccccc1)C(=O)CN1C(=O)c2ccccc2S1(=O)=O,-7.9,14.5,-3.0,0.9,-4.5,1.2,-1.1,4.1
O=C(NCc1ccccc1)c1ccc(Oc2ccc(C(=O)NCc3ccccc3)cc2)cc1,-4.9,-10.2,1.3,15.2,6.8,-4.0,-0.5,-0.8
NC(=O)Cn1cc(/C=N\NS(=O)(=O)c2ccccc2)c2ccccc21,-8.0,-6.3,4.2,4.6,-9.3,-6.5,0.9,-13.2
Cc1ccc(C(=O)N2CCNC(=O)C2CC(=O)Nc2ccccc2)cc1 (configuration not stated),-0.1,0.5,6.2,4.3,-16.7,-1.9,0.1,-9.0
Cc1noc(C)c1S(=O)(=O)N(C)C[C@H]1Oc2ccc(NS(=O)(=O)c3cn(C)cn3)cc2C(=O)N([C@H](C)CO)C[C@@H]1C,-9.1,-13.3,-8.4,8.4,-9.1,-6.5,-1.2,-10.4
CN1C(=O)CC(C(=O)O)SC1=Nc1cc(Cl)cc(Cl)c1 (configuration not stated),9.4,0.5,-4.2,3.9,-5.8,-8.9,2.7,7.2
COc1ccc(CCC(=O)N2CCN(S(=O)(=O)c3ccc(OC(F)(F)F)cc3)CC2)cc1,-7.2,4.0,22.3,10.2,-10.4,-9.8,2.1,-19.5
Cc1cccc(C(=O)OCC(=O)NC23CC4CC(CC(C4)C2)C3)c1O,5.7,7.8,8.9,0.0,20.2,-7.3,1.6,8.1
CCOC(=O)N1CCN(S(=O)(=O)c2ccc3c4c(cccc24)C(=O)N3)CC1,3.9,0.4,-12.3,-455.1,-7.8,-5.5,-65.3,-2.5
Cc1cccc(C)c1NC(=O)CN1CCN(C(=O)C2CCC2)CC1,12.8,2.9,2.3,22.3,-8.5,-3.0,2.1,-9.5
COc1ccc2c(C(=O)c3ccc(Cl)cc3)n(CCCC(N)=O)[n+]([O-])c2c1,-11.6,-0.4,4.0,-0.4,-11.0,-15.3,-1.5,-13.0
O=C(NCc1cccnc1)c1ccc(Cl)cc1[N+](=O)[O-],-0.2,-2.7,2.5,10.6,-2.0,-0.9,0.5,0.5
CCOC(=O)c1c[nH]c(=S)n1C,4.4,3.4,-29.4,11.0,-2.7,9.5,0.1,1.4
CN(CC(=O)OCC(=O)NCc1ccccc1)S(=O)(=O)c1ccc(Cl)cc1,-1.7,6.8,-1.8,3.0,-3.1,0.3,1.8,5.5
CCOC(=O)CSc1nc2c(cnn2-c2ccc(F)cc2)c(=O)[nH]1,-0.7,-8.6,8.0,18.4,11.2,-4.4,1.9,8.2
Cc1ccc(C=C2C(=O)c3ccccc3C2=O)s1,91.9*,-22.3,5.5,39.7,69.9*,1.2,0.9,80.8*
O=C(Nc1ccccc1)c1cc([N+](=O)[O-])ccc1Cl,12.5,6.6,-5.1,-0.6,15.2,-5.3,-0.6,3.3
C=CCNC(=S)NN(c1ccccc1)c1ccccc1,0.4,5.6,5.4,6.5,-9.7,-12.2,2.9,0.3
CCC(C)Nc1nc2c(c(=O)n(C)c(=O)n2C)n1Cc1ccc(F)cc1 (configuration not stated),-10.1,6.6,-10.2,11.6,7.5,-7.3,-0.3,-12.1
Cn1c(CNC(=O)CCNC(=O)c2cccc(F)c2)cc(=O)n(C)c1=O,1.6,2.0,-4.4,17.4,10.8,0.8,1.0,-5.4
CCOC(=O)Nc1n[nH]c(NC(=O)OCC)c1[N+](=O)[O-],6.0,-0.2,-7.9,13.1,2.7,-9.5,0.3,4.9
c1ccc(C[C@H]2CN=C(Nc3ccccc3)N2CC2CCCCC2)cc1,-2.5,16.7,27.8,5.9,4.0,-8.0,-0.5,-13.3
Cc1ccc2c(c1)[C@H]1[C@H](CO2)[C@H](c2ccccc2)[C@]2(C)C(=O)Nc3cc(Cl)ccc3C(=O)N12,-6.9,-7.3,2.5,7.5,-13.2,-6.4,-0.6,-5.3
COc1ccc(-c2nnn(CC(=O)c3ccccc3)n2)cc1OC,2.7,6.7,0.9,11.0,1.6,-0.2,0.9,-9.6
O=C(O)c1cccc(N2C(=O)C3CC=C(Cl)CC3C2=O)c1 (configuration not stated),-3.9,-1.4,-3.7,12.7,-0.2,5.2,-1.3,-7.4
O=C(NCC(c1ccco1)N1CCCCC1)c1ccc(OCc2ccccc2)cc1 (configuration not stated),1.1,-2.8,-6.5,2.9,12.3,-14.2,-2.1,1.1
O=C(NCc1cccs1)c1cccc(N2CCCC2=O)c1,-4.8,-11.8,-0.1,12.7,5.6,-9.6,0.8,-1.5
NS(=O)(=O)c1ccc(NC(=O)c2ccc(OCC3CCCO3)cc2)cc1 (configuration not stated),4.4,-4.6,-8.1,5.7,-8.3,-4.2,0.9,13.0
CCn1c(=O)n(CC(=O)NC2CCCC(C)C2C)c(=O)c2ccccc21 (configuration not stated),15.5,-1.7,1.0,-2.3,-10.2,-4.2,0.7,5.7
NS(=O)(=O)c1ccc(CCNc2cc(=O)n(Cc3ccc(F)cc3)c(=O)[nH]2)cc1,6.7,11.1,-9.1,-7.1,3.5,-4.6,-28.9,3.7
COC(=O)C1=C(C)N=c2s/c(=C/c3cccs3)c(=O)n2C1c1cccs1 (configuration not stated),1.1,2.9,25.4,16.7,19.3,-1.2,-24.9,4.0
CC1Cc2ccccc2N1S(=O)(=O)c1cccc(C(=O)NCc2ccccn2)c1 (configuration not stated),-7.2,-6.7,6.5,0.4,-14.5,-6.8,-9.2,-5.1

Single records (already shown).
Entry for COC(=O)C1=C(C)N=c2s/c(=C/c3cccs3)c(=O)n2C1c1cccs1 (configuration not stated) → SENP7 inh: 1.1; UBC13 inh: 2.9; Apaf1 inhib: 25.4; SENP8 block-1: 16.7; SENP6 inh: 19.3; APOBEC3G inh: -1.2; SENP1 FRET inh: -24.9; SENP8 block-2: 4.0
Entry for c1ccc(C[C@H]2CN=C(Nc3ccccc3)N2CC2CCCCC2)cc1 → SENP7 inh: -2.5; UBC13 inh: 16.7; Apaf1 inhib: 27.8; SENP8 block-1: 5.9; SENP6 inh: 4.0; APOBEC3G inh: -8.0; SENP1 FRET inh: -0.5; SENP8 block-2: -13.3

(list continues)
SMILES,SENP7 inh,UBC13 inh,Apaf1 inhib,SENP8 block-1,SENP6 inh,APOBEC3G inh,SENP1 FRET inh,SENP8 block-2
COCCN1C(=O)C(CC(=O)Nc2ccc(C(=O)O)cc2)SC1=Nc1ccccc1 (configuration not stated),1.0,5.7,-3.7,4.9,14.7,-7.6,0.6,-1.1
COC(=O)c1ccc(NC(=S)N2CCN(CCO)CC2)cc1,-9.8,-3.0,2.3,7.1,-23.5,1.5,6.2,-12.1
CCOCCOC(=O)c1ccc(-n2cnc(C)n2)nc1,-1.2,-7.8,8.1,9.3,-16.1,-6.6,-0.5,-10.9
Cn1c(CNC(=O)CCNC(=O)c2cccc(Br)c2)cc(=O)n(C)c1=O,5.3,1.0,-5.3,20.1,9.5,-8.2,-0.4,3.7
CCOC(=O)Cn1c(=O)oc2cc(S(=O)(=O)N(C)Cc3ccco3)ccc21,-4.1,-1.3,8.4,5.1,-9.3,-0.8,3.1,-0.4
CC(NC(=O)c1cccs1)c1ccccc1 (configuration not stated),0.9,-4.8,-12.0,-0.6,-13.4,-10.9,1.8,4.5
CCc1nc(CNC(=O)C2CCC(=O)N(Cc3cccc(OC)c3)C2)no1 (configuration not stated),10.9,-4.4,-9.0,31.9,3.0,-4.6,2.0,-6.4
O=C(Nc1ccc(N2CCOCC2)cc1)C1(c2ccc(Cl)cc2)CCC1,2.1,22.9,-9.9,13.8,-3.8,-1.8,2.3,-0.4
Cc1c(C)c2c(OCC(=O)NCc3cccnc3)cc3c(c2oc1=O)CCC(C)(C)O3,2.5,15.5,2.3,-212.6,15.4,-2.2,3.1,6.0
CCCC1=C(C(=O)OCC)C(c2ccc(O)cc2)n2ncnc2N1 (configuration not stated),3.9,-5.3,-0.2,10.2,0.8,-3.3,-2.6,2.9
CC1=C(C(=O)OCc2ccccc2)C(c2ccc([N+](=O)[O-])cc2)NC(=O)N1CCCC(=O)O (configuration not stated),-7.0,-10.1,-9.1,14.7,1.9,-12.4,0.8,4.5
CC(C)Sc1nsc2nc(=O)c(/C=C3\C=Nc4ccccc43)c(N)n12,10.8,-7.1,3.2,-16.2,4.9,1.8,-79.8,0.0
CC(C)(C)c1ccc(OCCCC(=O)Nc2ccc(S(N)(=O)=O)cc2)cc1,-8.5,6.6,2.2,14.9,-4.7,-0.3,-4.0,-1.6
Cc1cc(Nc2ccccc2C(=O)O)n(-c2ccc([N+](=O)[O-])cc2)n1,8.3,-30.1,-8.0,39.3,-6.2,3.9,0.1,-3.6
COc1ccc2c(c1)Cc1sc(NC(=O)c3cccnc3)nc1-2,84.3*,-43.8,88.6*,63.9*,89.0*,-4.4,-1.5,85.8*
Cc1ccc(NC(=O)c2cnccn2)cc1S(=O)(=O)N1CCCCCC1,1.3,-8.0,3.5,7.8,9.9,3.4,-1.5,10.0
COc1ccc(Cc2[nH]n3c(=O)cc(C(C)C)nc3c2-c2ccccc2)cc1,6.6,4.8,5.8,-378.0,-9.3,-6.4,1.1,-5.7
Cc1nn(C)cc1/C=N\NC(=O)c1ccc(Cn2cc(Cl)cn2)cc1,-4.0,1.2,-19.1,4.7,-5.3,3.7,0.3,-5.8
Cc1cc(C(=O)NCCC2=CCCCC2)c(C)o1,-8.2,-4.6,7.3,5.5,8.4,-5.8,-0.2,-16.9
Cc1ccc(N2C(=O)CCC2=O)c(C)c1,-0.5,-0.4,-16.6,4.9,-1.2,-11.7,2.3,1.4
C#CC1(NC(=O)NS(=O)(=O)c2ccc(C)cc2)CCCCC1,6.2,2.2,10.2,19.3,-7.6,-4.1,-2.1,-2.6
Cc1cc(=O)[nH]c(Nc2cccc(C(F)(F)F)c2)n1,1.5,9.5,-9.7,23.2,-8.9,-5.9,0.3,5.9
COc1ccc(-c2csc(NC(=O)c3ccc(OCC(=O)N4CCOCC4)c(OC)c3)n2)cc1,2.4,20.7,0.5,-73.2,-0.4,-8.0,-3.8,-3.8
Cc1cc(SCC(=O)Nc2ccc3[nH]c(=O)[nH]c3c2)nc2ccccc12,-7.7,-20.3,0.2,-2.1,-29.0,0.5,0.5,-16.3

Screening results as filed in PubChem BioAssay.
